AddAB inh: less growth of phage-infected E. coli with AddAB; E. coli expressing H. pylori AddAB, absorbance growth; inhibition, % at 11.9 µM; 330,000 compounds, 0.29% hits; AID 435030; in the data active = inhibition above about 12%;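 also: 0% = vehicle wells of infected cells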
OPRM1-OPRD1 ag: agonists of human mu-delta opioid receptor heterodimerization; P35372+P41143; cells, OPRM1-OPRD1 heterodimerization, luminescence; activation, % at 9.3 µM; 340,000 compounds, 0.3% hits; AID 504326; in the data active = activation above about 18%;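 also: 0% = vehicle-treated cells and 100% = reference agonist; values of inactives mirror those of a sister screen read the other way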
Pemphigus Ab inh: inhibitors of pemphigus antibody binding to human desmoglein-3. P32926. DSG3-coupled beads, scFv-anti-DSG3-GFP binding, flow cytometry; active compounds read low. binding (percent of control), % at 10 µM. 310,000 compounds, 0.48% hits;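 active = binding more than 3 SD below its plate's average and above zero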;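 also: hits lower antibody fragment binding to DSG3; some compounds called inactive have numbers as strong as hits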
MOR-DOR inv ag: inverse agonists of human mu-delta opioid receptor heterodimerization; P35372+P41143; 340,000 compounds, 0.21% hits; cell-based MOR-DOR heterodimer luminescence, inverse agonism; AID 504357; inhibition, % at 9.3 µM; in the data active = inhibition above about 22%, passing the limit was not always enough;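 also: 0% = cells with DMSO and 100% = wells without cells with DMSO; values of inactives mirror those of a sister screen read the other way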
PKA-R1A act: activates the PKA-R1A holoenzyme complex; P00514+P68181; PKA-R1A dissociation, Cy5-IP20 fluorescence polarization; scaled: DMSO 0%, 113 µM cGMP 100%; activation, % at 11.4 µM; 340,000 compounds, 0.083% hits;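 active = percent activation above the mean of all tested compounds plus 3 SD, cut at about 19% in these data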;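 also: higher means more PKAc released from R1A so a rise in polarization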
Mot1-301 SUMO: SUMOylation pathway inhibition by Mot1-301 growth rescue | S. cerevisiae Mot1-301 growth rescue, ATP luminescence, 38.5C; percent above DMSO median, 100 means doubled | 320,000 compounds, 1% hits | AID 2716 | growth rescue, % at 18.8 µM;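 active = every valid replicate shows activation above 250% relative to neutral control wells; inactive = the rest, any valid replicate at or below 250%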;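 also: OY570 slx delta 5 strain wells were the positive control but not used for scaling; some compounds called inactive have numbers as strong as hits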
E coli growth: reduces bacterial viability in AddAB counter-screen. E. coli V3065 growth, OD600 absorbance, 18 h. inhibition, % at 11.9 µM. 330,000 compounds, 0.27% hits. AID 449728;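 active = inhibition above the campaign's mean inhibition across all tested compounds plus 3 SD, cut at about 9.9% in these data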;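 also: uninfected addAB+ strain grown without phage in ampicillin broth; 0% = DMSO wells and 100% = ciprofloxacin 0.95 µg/ml wells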
HTR5A ag: activates human HTR5A in OPRM1-OPRD1 agonist counter-screen; AID 504692; activation, % at 9.3 µM; P47898; HTR5A agonist assay, luminescence, cell-based; 340,000 compounds, 0.61% hits; in the data active = activation mostly above about 9.5%, no sharp cut-off; inactive = mostly below about 7.6%;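 also: 0% = cells with vehicle only and 100% = reference agonist; strong numbers were not always called active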
Target sequence (P47898 whole entry, looked up): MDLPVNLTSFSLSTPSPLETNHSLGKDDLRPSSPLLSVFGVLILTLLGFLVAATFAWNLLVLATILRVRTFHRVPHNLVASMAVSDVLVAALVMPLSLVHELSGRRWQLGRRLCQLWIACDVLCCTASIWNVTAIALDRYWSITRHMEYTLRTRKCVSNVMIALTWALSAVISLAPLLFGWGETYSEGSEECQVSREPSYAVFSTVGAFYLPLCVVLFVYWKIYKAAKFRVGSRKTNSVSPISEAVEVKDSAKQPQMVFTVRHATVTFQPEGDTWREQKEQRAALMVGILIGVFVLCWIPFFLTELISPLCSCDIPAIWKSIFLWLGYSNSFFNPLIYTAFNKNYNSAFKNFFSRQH
phage Ecoli inh: E. coli growth loss with phage present; growth absorbance; AID 651602; 360,000 compounds, 0.26% hits; inhibition, % at 11.9 µM; in the data active = inhibition above about 11%
HTR5A inv ctr: inverse agonist of human HTR5A in OPRM1-OPRD1 counter-screen. inhibition, % at 9.3 µM. HTR5A cell line, luminescence, inverse agonism. 340,000 compounds, 0.083% hits. P47898; in the data active = inhibition mostly above about 23%, no sharp cut-off; inactive = mostly below about 18%;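 also: 0% = cells with DMSO and 100% = no-cell wells with DMSO; some compounds called inactive have numbers as strong as hits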
PfHsp90 set2: growth inhibition of yeast expressing Plasmodium Hsp90; S. cerevisiae expressing PfHsp90, BacTiter-Glo ATP, 48 h; yeast lacking PDR1 and PDR3 efflux regulators; inhibition, % at 9.4 µM; 310,000 compounds, 0.32% hits; AID 504621;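 active = every replicate shows inhibition above about 80%, whatever the replicate mean, limit read from the data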;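 also: 0% = DMSO neutral controls and 100% = 20 µM radicicol positive controls; yeast relying on Plasmodium falciparum Hsp90 in place of its own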
An asterisk follows results filed as active; x = not tested or not shown.

Order of results – AddAB inh	OPRM1-OPRD1 ag	Pemphigus Ab inh	MOR-DOR inv ag	PKA-R1A act	Mot1-301 SUMO	E coli growth	HTR5A ag	phage Ecoli inh	HTR5A inv ctr	PfHsp90 set2
- Cc1nc(N)sc1-c1nnc(SCC(=O)Nc2ccccc2C(F)(F)F)n1C
    -0.6	-1.1	102	6	-5	-6	-0.6	-1	2.8	4	-74
- COc1cccc(-n2nnnc2SCC(=O)Nc2cccc(C)n2)c1
    1.1	-1.3	85	7	-13	-18	-0.6	3	1.1	11	23
- CCOC(=O)c1sc2nc(C)cc(-c3ccccc3)c2c1N
    1.1	2.7	x	-14	-10	-22	-2.2	2	3.5	-26	0
- O=C(N/N=C/c1cccnc1)c1cccc(S(=O)(=O)N2CCCC2)c1
    2.3	-2.3	107	12	-3	0	0.8	0	4.4	12	-10
- Cc1coc2c(C)c3oc(=O)c(CCC(=O)NCCN4CCOCC4)c(C)c3cc12
    1.8	-1.2	104	6	-9	9	-2.4	2	1.4	21	-2
- C#CCOCCOCCOCCNc1nc(N2CCN(C(=O)[C@H](C(C)C)n3cc(CCO)nn3)CC2)nc(N2CCN(C(=O)[C@H](CCCCN)n3cc(CCCC)nn3)CC2)n1
    0.0	-0.6	96	4	7	5	-1.8	1	0.8	-3	14
- Cc1nc(N2CCN(c3ccccc3)CC2)[nH]c(=O)c1CCC(C)C
    3.9	-1.6	105	8	-8	14	-1.5	-2	2.4	1	12
- CCc1ccc(NC(=O)c2cnc3scc(C)n3c2=O)cc1
    2.9	-4.5	98	23	-14	44	2.7	0	1.0	-1	-9
- CCOc1ccc(/C=C/c2nc(C#N)c(NCCCN(C)C)o2)cc1
    3.1	1.6	108	-8	7	-4	1.0	-2	-2.8	8	11
- Nc1cccc2c1C(=O)N(C(=O)c1cccc(S(=O)(=O)N3CCCC3)c1)C2=O
    1.9	-0.4	93	2	-12	x	-2.5	-1	1.3	5	17
- CCc1ccc(NC(=O)CSc2nnc(CNC(=O)c3ccco3)o2)cc1
    0.1	-0.3	x	1	5	-5	0.2	2	-0.6	15	-31
- CCOC(=O)/C=C/C(=O)OCC(=O)Nc1ccc(Cl)cn1
    3.2	0.0	104	0	4	72	2.9	-3	3.4	-3	32
- CCOC(=O)c1cc2sc(C)cc2n1CC(=O)N1CCOCC1
    1.4	0.2	98	-1	-5	-4	0.3	-4	1.1	9	x
- Cc1ccc(O)c(NC(=O)COc2cc(C)ccc2C)c1
    2.0	-0.9	100	5	-8	15	-0.6	4	0.5	7	9
- O=S(=O)(c1ccc(Cl)cc1)N1CCN=C1SCc1cccc(Cl)c1
    4.2	3.6	100	-19	4	5	-0.7	5	2.7	-17	-9
- O=C(c1cccn2c(=O)c3ccc(Cl)cc3nc12)N1CCN(Cc2ccc3c(c2)OCO3)CC1
    3.3	-3.3	97	17	-5	-14	2.0	1	2.6	-27	-3
- O=c1[nH]c(=S)c2[nH]c(=S)n(-c3ccccc3)c2[nH]1
    x	-1.3	121	7	-4	x	x	2	3.9	-8	-7
- CCCCN(C)CCCNC(=O)Cn1c(=O)sc2ccccc21
    2.8	-1.6	x	10	8	x	0.3	0	1.7	-1	8
- COc1ccc(/C=C/C(=O)NCCSCc2ccco2)cc1
    1.0	1.3	79	-6	-2	4	-0.6	2	2.6	16	-1
- O=C(CC1(CC(=O)N2CCOCC2)CCCC1)Nc1ccccc1
    3.4	-0.2	x	1	6	6	1.9	0	2.4	0	-16
- C/C(=N\NC(=O)c1cccc(N/N=C(\C)c2ccco2)c1)c1ccco1
    x	-1.4	88	9	-4	x	x	-3	3.5	1	-23
- CCC1CCCCN1C(=O)C1CC(c2cc(Cl)c(OC)cc2OC)=NO1 (centres undefined)
    0.1	-2.5	106	14	1	-7	1.6	14	1.6	7	-45
- C=CCc1cccc2cc(C(=O)NC)c(=O)oc12
    1.4	-3.1	96	13	-5	-22	-0.2	-2	2.4	20	11
- Cc1ccc(NC(=O)COC(=O)CN2C(=O)c3ccccc3C2=O)cc1
    1.5	-2.9	95	12	3	-18	0.9	8	1.7	-18	3
- Cc1ccc(S(=O)(=O)N/N=C/c2c(F)cccc2Cl)cc1
    0.7	0.6	x	-3	9	-17	-1.6	9	3.2	10	-16
- O=C(Cc1cc(=O)[nH][nH]1)N/N=C/c1cccc2ccccc12
    -0.5	0.5	109	-4	-4	1	-2.1	2	2.3	-5	19
- Cc1cc(C)c2c(N=NN3CCOCC3)[nH]nc2n1
    77*	-1.5	98	8	2	-4	17*	1	12*	-16	102*
- O=S(=O)(c1ccccc1C(F)(F)F)N1CCOCC1
    4.5	-2.3	115	12	-17	x	-2.6	2	2.1	-8	-5
- O=C(NNC(=O)c1cccc(-n2cnnn2)c1)c1ccccc1
    2.4	-2.5	113	12	2	-7	1.9	2	-0.2	1	x
- C=CC[C@H](CC(=O)NCCO)C(=O)N[C@H](COC(=O)[C@@H](CC=C)Cc1ccc(F)cc1)c1ccccc1
    0.1	-1.5	103	8	2	-1	-0.9	2	0.6	-4	-9
- C=CCc1ccc(OCC(O)CN2CCN(Cc3ccccc3)CC2)c(OC)c1 (centres undefined)
    0.3	-1.8	85	12	-4	139	-2.3	4	3.0	6	x
- CCN(C(=O)Cc1nc(N)n[nH]1)C1(C(=O)Nc2ccccc2)CCCCC1
    -0.6	-2.7	96	13	3	159	0.2	-2	-1.6	11	-18
- CC(/C=C/c1ccco1)=N\NC(=O)c1cccnc1
    -0.9	-1.9	94	11	-4	10	3.2	-2	1.7	4	0
- CCOc1ccc(NC(=O)C(C)N2C(=O)c3ccccc3S2(=O)=O)cc1 (centres undefined)
    1.3	1.9	108	-12	-2	-10	-1.1	11	1.5	-34	-3
- CC(=O)c1cccc(NC(=O)NCCc2ccc(Cl)cc2)c1
    -0.2	-0.8	x	4	-1	0	-0.2	5	1.2	4	-8
- O=C(Nc1ccc(Cl)cc1)N(Cc1nc2ccccc2c(=O)[nH]1)Cc1cccs1
    -0.3	1.4	100	-7	-8	-11	-0.3	6	2.3	-22	13
- Cc1ccc(-c2csc3ncnc(Oc4ccc5c(C)cc(=O)oc5c4)c23)cc1
    2.3	-3.0	x	15	-5	-24	0.6	-4	-0.4	-2	-23
- O=C(O)CSCC(=O)Nc1ccc(C(=O)O)cc1
    -0.7	-1.9	102	10	4	60	0.9	-3	-0.8	9	-6
- CN(C)CCN(C(=O)/C=C/c1cccs1)c1nc2ccc(Br)cc2s1
    1.2	1.1	104	-6	-1	67	-1.5	5	2.5	-22	8
- CC1Cc2ccccc2N1S(=O)(=O)c1cnc(Cl)c(Cl)c1 (centres undefined)
    0.1	9.1	96	-47	-9	9	1.3	-3	3.2	-30	5
- CCc1ccc(N2CC(C(=O)N/N=C/c3cc([N+](=O)[O-])ccc3O)CC2=O)cc1 (centres undefined)
    5.8	x	102	x	x	-15	-0.3	x	8.8	x	-24
- FC(F)(F)c1ccccc1NC(=S)NC1CCN(Cc2ccccc2)CC1
    2.1	-0.6	102	3	-11	23	1.7	7	2.2	-7	3
- CN(Cc1ccccc1)CC(O)COc1ccc(CNCCc2ccncc2)cc1 (centres undefined)
    2.6	-1.2	93	6	4	642	0.3	2	-2.0	11	-5
- COc1ccc(C(NC(=O)CNC(C)=O)C(=O)Nc2ccc(C(C)C)cc2)cc1 (centres undefined)
    3.6	-1.6	x	10	-1	316	0.7	-8	3.1	22	x
- Cc1ccc2cc(/C=C(\C#N)C(N)=O)c(N3CCCCC3)nc2c1
    0.7	2.1	97	-10	-13	-12	1.4	3	4.3	-9	-3
- COc1ccccc1N/C(N)=N/c1nc(CSc2ccc(C)cc2)cc(=O)[nH]1
    -0.6	-0.4	102	2	1	-13	0.1	9	1.3	-16	5
- COc1cc(OC)c(NS(=O)(=O)c2cc3[nH]c(=O)c(=O)[nH]c3cc2C)cc1Cl
    -1.1	-2.9	95	14	-4	140	-0.8	1	1.8	7	5
- CC(C)CC(=O)Nc1nnn(C)n1
    1.1	-1.6	103	8	0	-8	1.0	-4	4.3	3	-9
- CCOC(=O)c1sc2nc(C)nc(Nc3ccc(OC)c(OC)c3)c2c1C
    0.1	x	99	x	x	0	-2.2	x	2.5	x	-12
- COc1cccc(S(=O)(=O)NCc2ccc(C(=O)N3CCN(C)CC3)cc2)c1
    x	-1.9	96	11	-12	x	x	-1	2.5	-10	6
- CCOC(=O)C1CCC(CN(Cc2ccccc2C)S(=O)(=O)c2ccc([N+](=O)[O-])cc2)CC1 (centres undefined)
    3.6	3.5	x	-18	-1	19	2.2	5	-2.7	-2	8

An excerpt of these results, bar-delimited:
canonical_smiles | AddAB inh | OPRM1-OPRD1 ag | Pemphigus Ab inh | MOR-DOR inv ag | PKA-R1A act | Mot1-301 SUMO | E coli growth | HTR5A ag | phage Ecoli inh | HTR5A inv ctr | PfHsp90 set2
C=CCc1ccc(OCC(O)CN2CCN(Cc3ccccc3)CC2)c(OC)c1 (centres undefined) | 0.3 | -1.8 | 85 | 12 | -4 | 139 | -2.3 | 4 | 3.0 | 6 | x
CCN(C(=O)Cc1nc(N)n[nH]1)C1(C(=O)Nc2ccccc2)CCCCC1 | -0.6 | -2.7 | 96 | 13 | 3 | 159 | 0.2 | -2 | -1.6 | 11 | -18
CC(/C=C/c1ccco1)=N\NC(=O)c1cccnc1 | -0.9 | -1.9 | 94 | 11 | -4 | 10 | 3.2 | -2 | 1.7 | 4 | 0
CCOc1ccc(NC(=O)C(C)N2C(=O)c3ccccc3S2(=O)=O)cc1 (centres undefined) | 1.3 | 1.9 | 108 | -12 | -2 | -10 | -1.1 | 11 | 1.5 | -34 | -3
CC(=O)c1cccc(NC(=O)NCCc2ccc(Cl)cc2)c1 | -0.2 | -0.8 | x | 4 | -1 | 0 | -0.2 | 5 | 1.2 | 4 | -8
O=C(Nc1ccc(Cl)cc1)N(Cc1nc2ccccc2c(=O)[nH]1)Cc1cccs1 | -0.3 | 1.4 | 100 | -7 | -8 | -11 | -0.3 | 6 | 2.3 | -22 | 13
Cc1ccc(-c2csc3ncnc(Oc4ccc5c(C)cc(=O)oc5c4)c23)cc1 | 2.3 | -3.0 | x | 15 | -5 | -24 | 0.6 | -4 | -0.4 | -2 | -23
O=C(O)CSCC(=O)Nc1ccc(C(=O)O)cc1 | -0.7 | -1.9 | 102 | 10 | 4 | 60 | 0.9 | -3 | -0.8 | 9 | -6
CN(C)CCN(C(=O)/C=C/c1cccs1)c1nc2ccc(Br)cc2s1 | 1.2 | 1.1 | 104 | -6 | -1 | 67 | -1.5 | 5 | 2.5 | -22 | 8
CC1Cc2ccccc2N1S(=O)(=O)c1cnc(Cl)c(Cl)c1 (centres undefined) | 0.1 | 9.1 | 96 | -47 | -9 | 9 | 1.3 | -3 | 3.2 | -30 | 5

Source: PubChem
